SMARCA2 activ – increases SMARCA2 function in MMTV reporter cells. MG213 cells, MMTV-luciferase reporter, dexamethasone, overnight. activation, % at 9.1 µM. 370,000 tested, 1% active. AID 652017; in the data active means activation above about 7.8%;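 further: 0% = vehicle wells and 100% = reference activator wells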
ssDAF-12 act – activates DAF-12 receptor from parasite S. stercoralis | AID 652126 | 370,000 tested, 1% active | HEK293 ssDAF-12/GRIP1 lit1-tk-luc reporter, luminescence; % of 3 µM dafachronic acid response | activation, % at 6.8 µM;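 active means activation above the mean over all tested compounds plus 3 SD, cut at about 0.9% in these data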;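 further: 0% = DMSO-only wells and 100% = 3 µM delta7-dafachronic acid wells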
NPR1 activator – GC-A (human) enzyme activation; 370,000 tested, 0.14% active; activation, % at 10 µM; HEK293 GC-A cells, cGMP TR-FRET, EC30 ANP; 0% at EC30 ANP, 100% saturating ANP; P16066; in the data active means activation above about 40%
DAX1 inh-1 – blocks DAX1 repression of SF-1 activated StAR promoter. HEK293T StAR-luciferase reporter, SF-1/DAX-1 repression relief. inhibition, % at 6.8 µM. 370,000 tested, 1.1% active. AID 652010;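 active means inhibition above the mean over all tested compounds plus 3 SD, cut at about 3.6% in these data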;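 further: 0% = DAX-1 cells with DMSO and 100% = cells lacking DAX-1 with DMSO; higher inhibition means more luminescence from relief of DAX-1 repression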
hgDAF-12 ag – agonists of H. glycines DAF-12 nuclear receptor; activation, % at 6.8 µM; 370,000 tested, 1.8% active; HEK293 GAL4-hgDAF12 UAS-luciferase reporter, agonist luminescence; normalized to butyrate control;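 active means activation above a cutoff set at the mean of all screened compounds plus 3 SD, cut at about 10% in these data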;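 further: 0% = DMSO wells and 100% = sodium butyrate wells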
GAA850 FXN act – activators of GAA850 frataxin (FXN) promoter | HEK293 lucGAA850 FXN promoter luciferase reporter, 24 h; percent of 10 µM SAHA response | activation, % at 6 µM | 360,000 tested, 0.56% active;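 active means activation above the average of all compounds screened plus 3 SD, cutoff fixed separately per campaign, cut at about 7.5% in these data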;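 further: 0% = DMSO wells and 100% = 10 µM SAHA wells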
HGIII-sPLA2 inh – Inhibits HGIII-sPLA2 liposome hydrolysis, primary screen | Q9NZ20 | inhibition, % at 12.2 µM | QFRET BODIPY PC-A2 liposome hydrolysis, fluorescence | 370,000 tested, 0.56% active;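 active means inhibition above mean plus 3 SD of compounds lying within the high and low control bounds, cut at about 19% in these data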;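 further: 0% = median of test compound wells and 100% = no enzyme DMSO wells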
NPR2 activator – GC-B (human) receptor activation | P20594 | HEK293-GC-B cells, CNP EC30, cGMP TR-FRET; 0% at EC30 CNP, 100% saturating CNP | activation, % at 10 µM | 370,000 tested, 0.11% active | AID 1920062;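 active means activation at 10 µM reaching about 35% in either raw or pattern-adjusted values, limit read from the data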
hcDAF-12 act – activates DAF-12 receptor from parasite H. contortus | activation, % at 6.8 µM | AID 652067 | 370,000 tested, 1.4% active | HEK293 hcDAF-12 lit1-tk-luc reporter, luminescence; 0% DMSO, 100% Δ7-dafachronic acid;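 active means activation above the mean of all tested compounds plus 3 SD, cut at about 5.5% in these data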;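 further: 100% = response to 3 µM Δ7-dafachronic acid high control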
ADAM10 inh – ADAM10 inhibition, QFRET primary screen | 370,000 tested, 0.62% active | inhibition, % at 7 µM | recombinant ADAM10, EDANS/DABCYL FRET peptide cleavage, 3 h | O14672;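 active means inhibition above a per-campaign cutoff equal to the mean of compounds falling between control-based bounds plus 3 SD, cut at about 20% in these data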;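 further: 0% = DMSO wells while the 100% control is not disclosed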
Target sequence (O14672 214-748 limits assumed): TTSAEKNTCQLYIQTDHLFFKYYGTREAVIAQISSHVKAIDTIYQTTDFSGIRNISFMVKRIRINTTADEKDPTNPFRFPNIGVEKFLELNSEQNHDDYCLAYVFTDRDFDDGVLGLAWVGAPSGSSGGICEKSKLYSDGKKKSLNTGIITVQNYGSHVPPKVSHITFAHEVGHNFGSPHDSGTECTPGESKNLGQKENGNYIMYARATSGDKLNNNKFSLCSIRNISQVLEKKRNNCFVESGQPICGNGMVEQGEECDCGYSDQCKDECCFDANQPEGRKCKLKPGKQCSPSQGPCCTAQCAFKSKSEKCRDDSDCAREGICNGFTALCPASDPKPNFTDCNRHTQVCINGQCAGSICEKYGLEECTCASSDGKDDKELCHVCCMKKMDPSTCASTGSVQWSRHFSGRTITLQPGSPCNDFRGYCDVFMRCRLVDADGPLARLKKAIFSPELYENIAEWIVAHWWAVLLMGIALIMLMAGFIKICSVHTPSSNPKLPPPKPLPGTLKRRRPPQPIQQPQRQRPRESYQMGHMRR
DAX1 inh-2 – inhibitors of human orphan nuclear receptor DAX1 (NR0B1); P51843; HEK293 Gal4-DAX1 luciferase reporter, luminescence; inhibition, % at 6.75 µM; 340,000 tested, 0.99% active; AID 504766;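 active means inhibition above the mean over all tested compounds plus 3 SD, cut at about 4.2% in these data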;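 further: 0% = DAX1-transfected cells with DMSO and 100% = empty-vector control cells with DMSO; inhibition shows as a rise in luminescence from relieved DAX1 repression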
Target sequence (P51843 207-470 limits assumed): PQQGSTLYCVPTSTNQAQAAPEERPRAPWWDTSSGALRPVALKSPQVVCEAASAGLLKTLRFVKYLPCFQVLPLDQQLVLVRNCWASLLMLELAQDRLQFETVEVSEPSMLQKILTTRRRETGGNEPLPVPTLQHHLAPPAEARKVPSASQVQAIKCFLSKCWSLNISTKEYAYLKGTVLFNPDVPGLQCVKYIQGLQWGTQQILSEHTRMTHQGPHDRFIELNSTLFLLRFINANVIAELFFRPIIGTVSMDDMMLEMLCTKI
Numbers without * were called inactive; nt = no result given.

SMILES	SMARCA2 activ	ssDAF-12 act	NPR1 activator	DAX1 inh-1	hgDAF-12 ag	GAA850 FXN act	HGIII-sPLA2 inh	NPR2 activator	hcDAF-12 act	ADAM10 inh	DAX1 inh-2
Cc1cc(NS(=O)(=O)c2ccc(NC(=O)COc3ccc(C#N)cc3)cc2)nc(C)n1	3	-1.0	-1	1.3	-2.2	-0.1	-5	5	1.2	-3	0.6
Cc1cccc(C(=O)OCc2cnc(Cl)s2)c1	-5	-1.6	2	0.1	-2.7	-0.9	7	5	-1.3	-17	0.9
CCOC(=O)C1CCCN(c2nc3ccccc3nc2C(C#N)C(=O)OC(C)COC)C1 (stereo unspecified)	-1	-1.3	3	1.0	3.9	2.1	-5	3	-1.7	-35	1.5
COc1ccc(C)cc1S(=O)(=O)Nc1ccncc1	-2	-1.3	0	0.6	-0.5	0.7	-14	1	0.8	-2	0.5
CCCCCC1=C(C(=O)OC)C(C(=O)OCC)N(S(=O)(=O)C(F)(F)F)c2ccccc21 (stereo unspecified)	-3	-0.4	0	-2.6	-2.0	0.0	0	0	-1.4	-5	-2.5
O=C(CSc1nc2ncc(Cl)cc2[nH]1)c1ccc2c(c1)OCO2	5	0.5	4	-0.4	-1.0	-1.2	-20	-5	0.8	1	nt
CCOc1ccc(/C=C\C(C)=N\O)cc1	7	0.4	-2	4.9*	14*	7.1	-18	4	1.6	-1	2.4
CC(C)Nc1nc(NC(C)C)nc(Nn2cnnc2)n1	-4	-1.0	0	-0.2	-3.0	1.0	-1	3	-1.6	4	-0.2
C=C(C)[C@@H]1CC[C@]2(C(=O)O)CC[C@]3(C)C(CCC4[C@@]5(C)CC[C@H](O)C(C)(C)C5CC[C@]43C)C12 (stereo partly specified)	-1	-1.3	-9	0.0	-1.8	-1.1	13	-6	1.8	-6	-1.9
Cn1cc([C@]2(O)C(=O)Nc3ccc(Br)cc32)c2ccccc21	1	0.9*	-4	0.2	0.9	nt	-20	-4	0.9	-10	nt
Cc1nnc(N(C)C(=O)c2cccnc2)s1	-4	-0.8	1	0.6	-0.9	-0.7	2	3	0.4	4	0.1
O=C(CCN1C(=O)/C(=C/c2ccc(F)cc2)SC1=S)NC1CCS(=O)(=O)C1 (stereo unspecified)	-3	-0.8	2	-0.2	1.2	-0.9	-3	-2	0.5	1	0.0
Cc1ccc(C)c(NC(=O)CN(C)C(=O)Cn2c(=O)oc3ccccc32)c1	-1	0.6	-2	-1.1	-1.9	1.8	1	0	0.6	-3	0.3
Cc1cc(OC(F)F)ccc1NC(=S)NC1CCCC1	-3	-0.3	1	1.7	-1.9	-0.4	16	2	-1.5	-5	0.2
NS(=O)(=O)c1ccc(CCNC(=O)CN2C(=O)c3ccccc3S2(=O)=O)cc1	-2	-0.8	3	0.6	2.1	2.5	4	1	0.0	-4	0.7
OC(c1ccccc1)c1nc(-c2cc3ccccc3o2)cs1 (stereo unspecified)	4	0.3	6	6.9*	17*	3.0	-8	-7	4.7	8	nt
CCOCCCNC(=O)c1c[nH]c2cc(OC)ccc2c1=O	2	-1.7	2	0.1	-1.4	-0.4	3	6	-1.4	7	-0.1
COc1ccc(-c2onc(C)c2-c2cnn(-c3ccccc3)c2)c(O)c1C	-3	-1.3	2	0.0	-0.9	0.0	-39	2	-1.8	-4	0.8
Cc1ccnc(SCC(=O)N2CCCc3ccccc32)n1	0	-1.7	3	-0.5	-1.1	0.8	2	3	-1.3	-10	2.7
CCCCCCCCCCCCS(=O)(=O)CCC(=O)O	0	-1.9	6	0.4	-1.1	0.4	5	2	-0.7	-3	-1.1
O=C(CN(Cc1ccco1)C(=O)CNS(=O)(=O)c1ccc(F)cc1)NCc1ccc(F)cc1	-2	-1.2	2	-0.3	-1.8	0.4	3	3	-0.7	-2	-0.6
CCc1cccc(CC)c1N(COC)C(=O)Cn1ccccc1=N	5	-1.1	0	-0.6	-1.3	-1.2	4	-7	-0.8	-18	0.4
COc1ccc(NC(=O)c2sc3nc(-c4cccnc4)ccc3c2N)cc1OC	-5	-1.7	3	0.1	-2.5	0.9	-35	9	-3.3	-1	-1.5
O=C(Nc1ccc2nc3n(c(=O)c2c1)CCCC3)c1cccc(F)c1	2	-1.1	1	0.1	3.1	2.7	3	-7	-1.3	-4	0.3
Cn1c(=O)oc2cc(S(=O)(=O)N3CCCC(C(=O)Nc4ccccn4)C3)ccc21 (stereo unspecified)	-2	-1.9	18	-0.4	-2.1	-1.6	1	-3	-2.8	-10	-0.2
COc1ccc(NC(=O)CN(C)S(=O)(=O)c2ccc3c(c2)n(C)c(=O)c(=O)n3C)cc1	-3	-0.9	5	0.3	1.3	0.0	-4	6	-0.8	-6	-0.2
CCCOc1ccc(/C=N/Nc2ccccc2[N+](=O)[O-])c(OCCC)c1	1	-1.1	1	0.0	-4.2	-0.2	0	0	0.9	-2	0.8
O=C(c1ccc2ccccc2c1)N1CCN(c2ccc([N+](=O)[O-])c(N3CCOCC3)c2)CC1	-3	-2.2	-3	-0.8	1.7	-0.8	-18	0	-1.9	6	0.7
CCCCOc1ccc(C(=O)NCC(=O)NCC(c2cccs2)N2CCOCC2)cc1 (stereo unspecified)	-3	-1.3	4	1.2	-2.2	-1.0	4	3	1.4	-12	-0.3
Cc1ccc(-c2nc(NC(=O)CSc3ccc4ccccc4n3)ns2)cc1	0	-1.5	-2	1.2	0.0	0.4	-3	4	0.8	-5	0.8
CC(C)c1ccccc1NC(=S)N1CCN(S(=O)(=O)c2cccs2)CC1	-1	-2.5	-3	2.5	-1.1	1.3	0	1	-0.5	6	-0.9
O=C(O)CCc1nc2ccccc2c(=O)[nH]1	4	-2.0	3	-0.2	-0.9	3.2	2	3	1.2	4	2.4
CCOc1ccc(NS(=O)(=O)c2ccc(C(=O)NNC(=O)c3ccccc3O)cc2)cc1	-1	-0.9	-4	-1.7	-2.0	1.6	-5	4	-0.5	0	-0.4
Cc1[nH]n(C(N)=S)c(=O)c1N=Nc1cccc(Cl)c1	2	-0.2	3	0.3	4.0	2.3	-11	-3	5.1	-7	2.9
Cc1cccc(N=C2NC(=O)/C(=C/c3cccnc3)S2)c1C	5	-1.7	1	-0.2	-0.4	1.6	-23	0	1.1	16	1.4
Cc1cccc(S(=O)(=O)N[C@@H]2CC[C@@H](CCNS(=O)(=O)c3ccccc3F)O[C@@H]2CO)c1	3	-1.4	2	-0.9	-1.2	nt	-18	3	0.1	4	nt

A few values from the entries so far.
DAX1 inh-1 result of O=C(c1ccc2ccccc2c1)N1CCN(c2ccc([N+](=O)[O-])c(N3CCOCC3)c2)CC1 : -0.8
ADAM10 inh result of Cn1c(=O)oc2cc(S(=O)(=O)N3CCCC(C(=O)Nc4ccccn4)C3)ccc21 (stereo unspecified) : -10

(next part)
SMILES	SMARCA2 activ	ssDAF-12 act	NPR1 activator	DAX1 inh-1	hgDAF-12 ag	GAA850 FXN act	HGIII-sPLA2 inh	NPR2 activator	hcDAF-12 act	ADAM10 inh	DAX1 inh-2
COc1cc2[nH]c3ccccc3c2cc1C	1	-0.5	3	0.7	-0.7	0.8	9	1	0.1	-14	0.9
Cc1ccc(S(=O)(=O)N2CCN(C(=O)CCn3nc(C)c(C)c3C)CC2)cc1C	0	-0.7	5	0.1	-3.1	2.6	2	3	-2.3	-1	0.0
O=C(CCl)Nc1cccc(-c2cnc3ccccc3n2)c1	4	-1.6	-3	-3.3	6.0	-13	-4	-5	-0.9	2	-2.9
O=C(COC(=O)C1CC(=O)N(Cc2ccco2)C1)c1ccc(OC(=O)c2ccco2)cc1 (stereo unspecified)	1	-1.4	-5	0.6	0.2	6.5	-7	5	-0.3	-3	0.8
O=C(CN1CCN(S(=O)(=O)c2ccc(F)cc2)CC1)Nc1ccccc1F	0	-1.8	0	-0.6	-3.4	-1.1	-4	-1	-1.0	4	0.1
COc1ccccc1Sc1ccccc1/C=N/NC(N)=O	1	-1.1	7	-1.4	-0.1	1.9	-5	-2	-1.1	0	0.2
COc1ccc([N+](=O)[O-])cc1NC(=O)CSc1ncccn1	0	-1.6	-1	0.1	1.0	-2.4	0	0	0.2	5	nt
C/C(=N\NC(=O)Cn1ccc(C(F)(F)F)n1)c1ccc(N2CCOCC2)cc1	-3	-1.2	0	-0.2	-0.4	0.1	0	4	-1.4	-8	3.7
COc1ccc(CN2CCC(n3nccc3NC(=O)c3ccc4c(c3)OCO4)CC2)cc1C	-3	-1.6	-20	-0.2	0.0	-3.7	-14	-13	-1.8	3	0.1
COc1cccc(CC2(CO)CCCN(C(=O)c3cc[n+]([O-])cc3)C2)c1 (stereo unspecified)	-2	-1.0	7	0.0	-1.8	0.4	8	-2	-0.8	-3	5.1*
OCc1cn(-c2ccccc2)nc1-c1ccco1	3	-1.0	6	0.8	2.4	3.7	4	2	-1.3	-7	0.5
Cc1ccc(-n2c(=O)[nH]cc(C(=O)Nc3ccc4c(c3)OCCO4)c2=O)cc1	3	-0.6	-4	0.1	-3.1	-1.8	2	-12	-1.9	3	0.3
CC(C)CN1C(=O)C[C@@]2(C(=O)N(C)c3ccc(NC(=O)C(C)(C)C)cc32)C1c1ccccc1 (stereo partly specified)	-4	-1.4	2	0.7	1.4	nt	6	0	-0.1	-3	nt
O=C(NCC1CCC(C(=O)O)CC1)OCc1ccccc1 (stereo unspecified)	0	-1.0	0	0.2	-3.5	1.8	14	2	0.1	-4	1.5
Cc1cccc(/C=N/NC(=O)c2ccncc2)n1	-1	-0.8	1	0.1	-1.0	3.9	11	-2	0.5	-6	0.4
Cc1nnc(SCCn2c(N3CCCCC3)nc3c2c(=O)n(C)c(=O)n3C)s1	-1	-1.0	-3	-0.7	0.6	-0.6	-1	-7	-2.4	-3	-0.7
Cc1ccc(S(=O)(=O)CCC(=O)Nc2cc(Cl)ccc2-n2cncn2)cc1	-2	-1.2	-1	0.4	-2.2	2.3	2	-8	-1.2	-2	0.7
CCC1Nc2ncnc(N3CCN(c4ccccn4)CC3)c2N(Cc2ccc(Br)cc2)C1=O (stereo unspecified)	0	-1.7	-7	0.1	-2.4	0.8	-5	-12	-1.6	1	-1.1
COC(=O)[C@]12C[C@H](CC(=O)NCc3ccc(C)o3)C(=O)N(Cc3ccc4c(c3)OCO4)C1=C[C@H](COCc1ccccc1)O[C@@H]2C	-2	-1.2	3	-1.5	-0.7	nt	-16	4	-2.8	4	nt
CC1(C)CC(=O)C2=C(C1)OC(N)=C(C#N)[C@@]21C(=O)N(CC(N)=O)c2ccccc21	1	-1.4	2	-0.1	-1.5	0.8	2	1	1.1	4	-0.4
O=C(CCN1CCCCC1)c1cccc(Cl)c1	6	-1.0	16	0.7	1.6	-1.6	5	-1	0.7	-4	2.9
Cc1ccc(NC(=O)c2cccc(S(=O)(=O)N3CCN(c4ccccc4)CC3)c2)nc1	-1	-1.1	-5	-1.0	1.9	-0.3	7	-3	-0.7	-9	-1.1
Cc1ccc(S(=O)(=O)N(C)C)cc1NC(=O)CSc1ncc(C(F)(F)F)cc1Cl	2	-1.2	-4	-0.1	0.9	2.5	-17	4	-1.8	2	1.7

Source: PubChem (several laboratories)
